Screening data as filed in PubChem BioAssay.
Bfl-1 displacement = displacement of Bid BH3 peptide from Bfl-1 – biochemical, fluorescence polarization, FITC-Bid, mouse, primary screen (AID 432); hit rate 0.02% among 64,000; FITC-Bid BH3 peptide fluorescence polarization displacement; higher % means a stronger effect; displacement, % at 20 µM, or IC50 in µM where a hit was titrated; in the data active = a potency from the dose series; inactive = the rest, 99 in 100 with displacement below about 15%; note: strong numbers were not always called active
Spn DPM-DC inh = inhibitors of Streptococcus pneumoniae diphosphomevalonate decarboxylase | purified DPM-DC, PK/LDH coupled NADH fluorescence | calls only at 10 µM | hit rate 0.49% among 65,000;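 active = the 320 compounds with the highest percent inhibition in the single-dose primary screen, excluding strongly autofluorescent ones, cut at about 32% in these data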;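 note: kinetic rate of NADH fluorescence loss reporting ADP formed by the decarboxylase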
MK inhibit = S. pneumoniae mevalonate kinase inhibition | inhibition, % at 10 µM | hit rate 0.48% among 65,000 | AID 555 | purified MK, PK/LDH-coupled NADH absorbance 340 nm;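 active = ranked among the strongest by inhibition in the single 10 µM screen, a fixed top-ranked set picked for dose follow-up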; note: no value below 0 was filed
HT1080 cytotoxicity = HT1080 cell viability loss – fluorescence readout (AID 620). HT1080 viability, fluorescence; higher % means a stronger effect. cytotoxicity, % at 10 µM; hits with a dose series show EC50 in µM. hit rate 0.42% among 87,000;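 note: cells exposed to compound overnight then 4 h with Alamar Blue; 0% = vehicle DMSO and 100% = killing control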
Spn PMK inh = inhibitors of Streptococcus pneumoniae phosphomevalonate kinase; purified PMK, PK/LDH-coupled NADH absorbance 340 nm; inhibition, % at 10 µM; hit rate 0.49% among 65,000; AID 539;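 active = top-ranked compounds by inhibition in the single 10 µM screen, taking a fixed number of the strongest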;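 note: 0% = full reaction with DMSO carrier and 100% = background rate without enzyme reaction; no value below 0 was filed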
HPDE-C7 viability = HPDE-C7 pancreatic duct cell viability loss – fluorescence, HTS (AID 430); hit rate 1.8% among 63,000; cytotoxicity, % at 10 µM; hits with a dose series show EC50 in µM; HPDE-C7 pancreatic duct cells viability, fluorescence; higher % means a stronger effect;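 note: cells exposed to compound for 48 hours before viability readout; 0% = vehicle and 100% = reference cytotoxic drug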
LYP inhibition = inhibition of human PTPN22 tyrosine phosphatase – biochemical, DiFMUP fluorescence, recombinant catalytic domain, 10 µM, primary screen (AID 606) | recombinant LYP catalytic domain, DiFMUP fluorescence; higher % means a stronger effect | one-dose inhibition, % at 10 µM; IC50 in µM for titrated hits | 52,000 tested, under 10 active;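 active = IC50 under 40 µM in the dose-response test; inactive = IC50 of 40 µM or more, or never dose-tested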
HPDE-C7K KRASV12 = viability loss of HPDE-C7K cells – cell-based, fluorescence, HTS, primary screen (AID 431). HPDE-C7K KRASV12 cells, Alamar Blue viability, 48 h; higher % means a stronger effect. one-dose cytotoxicity, % at 10 µM; EC50 in µM for titrated hits. hit rate 1.7% among 63,000;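 active = compounds whose percent cytotoxicity in the single-dose primary screen, scaled between solvent and toxic-drug controls, exceeds 50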;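 note: 0% = DMSO solvent wells and 100% = doxorubicin-treated wells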
TNAP inhibition = human TNAP enzyme inhibitors, biochemical, luminescent (AID 518); hit rate 0.09% among 64,000; purified TNAP enzyme, luminescent substrate readout; higher % means a stronger effect; inhibition, % at 20 µM, or IC50 in µM where a hit was titrated; in the data active = a potency from the dose series; inactive = the rest, 99 in 100 with inhibition below about 22%;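 note: plate controls were vehicle for no effect and reference inhibitor for full effect; many of its hits are not listed in these tables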
Spn PMK inh pilot replicates = also measured in Spn PMK inh; calls as there; inhibition, %; measured here: pilot screen replicates
MK inhibit pilot replicates = also measured in MK inhibit; calls as there; inhibition, %; measured here: pilot screen replicates
Spn DPM-DC inh pilot screen % = further read-out of Spn DPM-DC inh, marked with its call; inhibition, %; measured here: pilot screen trials
* = called active by the depositor; i = inactive; . = not tested or not shown. Cut-off read from the data, not from the text of the source, unless noted: active = cytotoxicity above about 50%; inactive = the rest.

SMILES	Bfl-1 displacement	Spn DPM-DC inh	MK inhibit	HT1080 cytotoxicity	Spn PMK inh	HPDE-C7 viability	LYP inhibition	HPDE-C7K KRASV12	TNAP inhibition	others
Cc1cc(C(=O)COc2cccc3cccnc23)c(C)n1C	17.6%	i	1.0	3.7%	10.0	7.3%	21.7%	19.9%	7.6%	Spn PMK inh pilot replicates=0.0;MK inhibit pilot replicates=0.0;Spn DPM-DC inh pilot screen %=0.0
COc1ccc(N(Cc2cc3ccc(C)cc3[nH]c2=O)C(C)=O)cc1	-4.1%	i	4.0	-0.5%	12.0	8.2%	13.3%	20.7%	7.3%
O=C(CCC1N=C2c3ccccc3N=C(SCc3ccc(Cl)cc3)N2C1=O)NCc1ccco1 (centres undefined)	3.0%	i	11.0	20.6%	7.0	3.7%	.	2.3%	3.5%
COC(=O)C1=C(C)N(c2ccc(Cl)c(Cl)c2)C(=O)C1	0.8%	i	0.0	19.8%	0.0	84.2%*	2.8%	79.0%*	10.4%
CC(C)c1nnc(NC(=O)CSc2ncn[nH]2)s1	1.2%	i	3.0	-0.7%	4.0	.	9.7%	.	3.8%
COc1ccccc1-c1nn2c(-c3ccc(C(C)(C)C)cc3)nnc2s1	-3.6%	i	0.0	22.2%	1.0	18.9%	-6.7%	8.8%	5.0%
CC(C)n1c(SCC(N)=O)nc2c1c(=O)n(C)c(=O)n2C	-9.1%	i	17.0	-3.6%	12.0	-8.7%	4.0%	-4.6%	1.1%
COc1cccc(C2CC(c3cccc(Br)c3)n3ncnc3N2)c1 (centres undefined)	4.9%	i	8.0	3.1%	1.0	-3.3%	5.7%	5.3%	5.8%
CC(C)=CC(=O)OCC(=O)Nc1ccccc1Cl	-5.9%	i	0.0	-8.9%	15.0	2.3%	-11.2%	-10.0%	4.7%
O=C(O)CNS(=O)(=O)c1ccc(F)cc1	2.1%	i	2.0	-3.8%	0.0	-4.9%	13.5%	7.8%	8.7%
CCn1cc(C(=O)NCCCOC(C)C)c2cc(OC)c(OC)cc2c1=O	-3.3%	i	4.0	-2.4%	7.0	-3.6%	-3.8%	-0.6%	5.2%
CN1CCN(C(=O)c2ccc3c(c2)NC(=O)C(C)(C)O3)CC1	4.5%	i	0.0	-4.5%	18.0	-7.6%	.	-1.1%	10.2%

Next section; the last 6 above are carried over.
SMILES	Bfl-1 displacement	Spn DPM-DC inh	MK inhibit	HT1080 cytotoxicity	Spn PMK inh	HPDE-C7 viability	LYP inhibition	HPDE-C7K KRASV12	TNAP inhibition	others
CC(C)n1c(SCC(N)=O)nc2c1c(=O)n(C)c(=O)n2C	-9.1%	i	17.0	-3.6%	12.0	-8.7%	4.0%	-4.6%	1.1%
COc1cccc(C2CC(c3cccc(Br)c3)n3ncnc3N2)c1 (centres undefined)	4.9%	i	8.0	3.1%	1.0	-3.3%	5.7%	5.3%	5.8%
CC(C)=CC(=O)OCC(=O)Nc1ccccc1Cl	-5.9%	i	0.0	-8.9%	15.0	2.3%	-11.2%	-10.0%	4.7%
O=C(O)CNS(=O)(=O)c1ccc(F)cc1	2.1%	i	2.0	-3.8%	0.0	-4.9%	13.5%	7.8%	8.7%
CCn1cc(C(=O)NCCCOC(C)C)c2cc(OC)c(OC)cc2c1=O	-3.3%	i	4.0	-2.4%	7.0	-3.6%	-3.8%	-0.6%	5.2%
CN1CCN(C(=O)c2ccc3c(c2)NC(=O)C(C)(C)O3)CC1	4.5%	i	0.0	-4.5%	18.0	-7.6%	.	-1.1%	10.2%
O=C(Cn1cnc2c(cnn2-c2ccc(Cl)cc2)c1=O)NCC1CCCO1 (centres undefined)	-7.9%	i	6.0	1.9%	22.0	-16.0%	9.1%	-6.1%	5.0%
CSc1nc(C)c2c(c1C#N)CCCC2	-3.2%	i	6.0	-6.0%	4.0	1.7%	5.4%	0.8%	10.1%
O=C(C1CCN(c2nnc(-n3cccc3)s2)CC1)N1CCc2ccccc2C1	1.7%	i	6.0	.	5.0	1.5%	-1.6%	5.6%	8.7%	Spn PMK inh pilot replicates=0.0;MK inhibit pilot replicates=2.0;Spn DPM-DC inh pilot screen %=5.0
Cn1cc(CNC(=O)COc2ccc(Cl)cc2Cl)cn1	6.1%	i	3.0	13.1%	10.0	.	8.6%	.	2.9%
CCC(c1nnnn1C1CCCC1)N(Cc1cccs1)Cc1cc2cc(C)ccc2[nH]c1=O (centres undefined)	-4.1%	i	5.0	10.4%	11.0	56.4%*	-0.7%	68.3%*	6.8%
Clc1ccc(C2CC(c3cccs3)n3ncnc3N2)c(Cl)c1 (centres undefined)	2.0%	i	4.0	5.5%	0.0	1.9%	8.6%	7.9%	1.3%
Cn1c(Cn2c(=O)sc3ccccc32)nnc1SCC(=O)Nc1ccc(Cl)cc1	-3.7%	i	8.0	-2.2%	0.0	-2.7%	10.8%	8.4%	6.8%
O=C(O)COc1ccc(S(=O)(=O)c2ccc(OCC(=O)O)cc2)cc1	-3.6%	i	4.0	-7.7%	0.0	-3.7%	-0.2%	2.3%	8.8%
c1ccc2c(c1)oc1c(NCCCn3ccnc3)ncnc12	-2.0%	i	2.0	4.6%	4.0	6.1%	-2.9%	3.3%	15.8%
O=C(c1cn(-c2ccccc2)nc1-c1ccncc1)n1nnc2ccccc21	21.5%	i	4.0	-6.6%	2.0	12.4%	-6.7%	30.7%	1.3%
CCN1c2ccccc2-c2nc3ccccc3n2C1c1ccncc1 (centres undefined)	-0.8%	i	8.0	14.1%	3.0	-3.5%	-1.4%	5.5%	8.9%
COCCNC(=O)Cn1cc2c(n1)CCCCC2	-2.7%	i	6.0	1.1%	5.0	2.5%	-1.3%	12.0%	14.5%	Spn PMK inh pilot replicates=0.0;MK inhibit pilot replicates=0.0;Spn DPM-DC inh pilot screen %=0.5
CCOC(=O)c1ccc(NC(=O)Nc2ccc(OC)c(OC)c2)cc1	-5.1%	i	1.0	5.8%	0.0	5.4%	9.2%	25.6%	1.5%
CC(C)CCNC(=O)C(c1ccco1)N(Cc1ccccc1)C(=O)c1snc(C(N)=O)c1N (centres undefined)	-7.0%	i	13.0	-12.7%	15.0	-2.2%	3.8%	11.5%	10.8%
Cc1nnc(N2C(=O)c3oc4ccccc4c(=O)c3C2c2ccco2)s1 (centres undefined)	9.3%	i	10.0	-0.9%	6.0	2.3%	2.7%	-2.2%	13.5%	Spn PMK inh pilot replicates=1.0;MK inhibit pilot replicates=6.0;Spn DPM-DC inh pilot screen %=2.5
Cn1c(SCC(N)=O)nnc1C1CCN(S(=O)(=O)c2ccccc2C(F)(F)F)CC1	1.9%	i	5.0	0.2%	6.0	-15.8%	7.2%	-13.4%	9.5%	Spn PMK inh pilot replicates=3.5;MK inhibit pilot replicates=0.0;Spn DPM-DC inh pilot screen %=0.0
O=[N+]1C2=C(CCCC2)N([O-])C12CCCC2	-6.2%	i	12.0	29.3%	12.0	-7.3%	7.8%	-7.5%	4.1%
C/C=C/c1ccc(OCCCCn2cncn2)c(OC)c1	0.8%	i	15.0	14.6%	3.0	5.5%	4.9%	3.9%	6.3%
O=S(=O)(c1ccc(Oc2ccc(Br)cc2)cc1)N1CCOCC1	0.4%	i	6.0	-3.8%	6.0	6.3%	4.6%	6.2%	4.2%
Cc1ccc(-c2cn3cccnc3n2)cc1NC(=O)c1c(-c2ccccc2Cl)noc1C	4.8%	.	0.0	13.0%	10.0	40.2%	6.8%	40.8%	9.5%
CCCCOC(=O)C1C2C=C[C@]3(CN(CCCOC)C(=O)[C@H]13)O2 (some centres undefined)	-8.2%	i	1.0	16.1%	4.0	-1.6%	-3.9%	-1.0%	7.7%
Cn1c(SCc2ccccn2)nnc1-c1cnccn1	-1.9%	i	3.0	21.1%	16.0	-1.7%	11.4%	3.3%	6.2%
CC1CCCCN1C(=O)CSc1nc(-c2ccccc2)cc(=O)[nH]1 (centres undefined)	-0.8%	i	4.0	-3.3%	9.0	8.1%	10.8%	8.2%	5.5%
CCOC(=O)C1(c2nc(N)cs2)COC(=O)C1 (centres undefined)	-0.8%	i	15.0	-17.5%	5.0	2.9%	.	-16.0%	10.4%
COC(=O)c1ccc(NC(=O)CN2CCN(c3cccc(Cl)c3)CC2)cc1	-0.9%	i	1.0	-1.0%	9.0	20.0%	-12.5%	16.4%	-2.8%
Cc1cc(C)nc(N2CCC(C(=O)NCc3cccs3)CC2)n1	-2.5%	i	4.0	-12.4%	7.0	-4.5%	-1.4%	-10.7%	0.9%
CCc1nn(C(C)C(=O)NCCc2ccc(OC)c(OC)c2)c(=O)c2cc3occc3n12 (centres undefined)	-2.7%	i	7.0	-4.7%	26.0*	.	9.1%	.	8.5%
CSc1nnc(Cc2cc(=O)[nH]c(=O)[nH]2)n1-c1cc(C)ccc1C	-6.9%	i	6.0	11.2%	17.0	-3.5%	3.9%	-1.5%	3.9%
CCOC(=O)CN(C(=O)c1ccccc1)c1ccccc1C	2.9%	i	7.0	-3.9%	18.0	-3.5%	7.3%	-9.9%	10.0%	Spn PMK inh pilot replicates=0.0;MK inhibit pilot replicates=1.0;Spn DPM-DC inh pilot screen %=0.0
CC1CC(C)CN(C(=O)COC(=O)CNS(=O)(=O)/C=C/c2ccccc2)C1 (centres undefined)	0.5%	i	10.0	18.9%	20.0	0.8%	.	4.1%	5.1%
CSc1ccccc1NC(=O)CN(Cc1ccc(Cl)cc1)S(C)(=O)=O	-3.9%	i	11.0	-2.6%	3.0	-13.6%	10.4%	-1.0%	10.0%
Cc1cc(Br)ccc1NC(=O)CNC(=O)CN(C)Cc1nc2ccccc2c(=O)[nH]1	-7.6%	i	4.0	-6.5%	10.0	0.4%	0.0%	-1.8%	-13.8%
CC(C)NCC(O)COc1cccc2[nH]ccc12 (centres undefined)	-3.6%	i	4.0	.	7.0	17.0%	22.7%	9.8%	10.7%	Spn PMK inh pilot replicates=4.0;MK inhibit pilot replicates=0.0;Spn DPM-DC inh pilot screen %=0.0
CCN(CC)S(=O)(=O)c1ccc(S(=O)(=O)N(Cc2ccccn2)Cc2ccco2)cc1	-4.0%	i	12.0	-5.8%	12.0	-11.6%	7.9%	-6.9%	7.5%	Spn PMK inh pilot replicates=0.0;MK inhibit pilot replicates=1.0;Spn DPM-DC inh pilot screen %=1.0
Cc1cc(C)cc(OCC(=O)NCc2nc(-c3ccccc3)no2)c1	-2.5%	i	1.0	-0.8%	11.0	-5.3%	4.3%	-2.1%	5.9%
CC#CCCCC(=O)Nc1ccccc1C(=O)O	4.8%	i	5.0	3.9%	15.0	-10.2%	3.5%	0.7%	7.6%
CCN(CC)C(=O)C1CCN(CC2CC=CCC2)CC1 (centres undefined)	-11.5%	i	3.0	9.3%	1.0	-1.9%	3.9%	2.4%	11.2%	Spn PMK inh pilot replicates=0.0;MK inhibit pilot replicates=0.0;Spn DPM-DC inh pilot screen %=1.0
O=C(c1csc2c1CCCC2)N1CCN(c2ncccn2)CC1	0.4%	i	12.0	0.4%	5.0	11.8%	3.6%	21.2%	1.1%
